# hIAP inh: human IAP inhibitors, primary screen, biochemical, luminescence, uHTS. Intestinal-type alkaline phosphatase (Homo sapiens), P09923. inhibition, % at 10 µM. purified IAP, CDP-Star luminescence, 30 min. 0.12% of 330,000 active;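 active = inhibition reaching a set limit with compound at 10 µM in the primary screen, cut at about 35% in these data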;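 note: plate controls were DMSO wells with enzyme for no effect and no-enzyme buffer wells for full effect; values of inactives mirror those of a sister screen read the other way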
# Target sequence (P09923 whole entry, looked up): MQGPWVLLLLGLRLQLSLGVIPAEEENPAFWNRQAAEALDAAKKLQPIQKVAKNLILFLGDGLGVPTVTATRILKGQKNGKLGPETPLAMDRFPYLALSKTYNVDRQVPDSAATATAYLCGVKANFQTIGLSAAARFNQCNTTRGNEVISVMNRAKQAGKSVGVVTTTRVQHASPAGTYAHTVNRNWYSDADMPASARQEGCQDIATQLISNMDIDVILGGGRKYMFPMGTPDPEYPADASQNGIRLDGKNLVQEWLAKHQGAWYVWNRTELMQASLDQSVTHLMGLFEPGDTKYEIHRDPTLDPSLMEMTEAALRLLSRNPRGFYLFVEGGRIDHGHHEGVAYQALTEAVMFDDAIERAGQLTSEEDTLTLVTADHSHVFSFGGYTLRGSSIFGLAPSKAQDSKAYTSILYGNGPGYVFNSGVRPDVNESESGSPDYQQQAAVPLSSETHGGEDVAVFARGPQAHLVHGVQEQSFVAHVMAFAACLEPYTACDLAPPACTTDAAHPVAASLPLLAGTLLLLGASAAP
# NALP3 yeast inh: NALP3 inflammasome inhibitors in reconstituted yeast, primary screen, luminescence, uHTS; Yeast reconstituted NLRP3/ASC/caspase-1, beta-gal luminescence, 24 h; 0.39% of 330,000 active; AID 2825, 2010; inhibition, % at 10 µM;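 active = inhibition of 50% or more; inactive = inhibition below 50%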;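 note: plate controls were induced DMSO wells for no effect and uninduced yeast grown without galactose for full effect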
# TIM10 inh: growth inhibitors of isogenic TIM10 control yeast, primary screen, counter-screen for tim10-1 yeast inhibitor project, luminescence, uHTS | AID 463195, 2010 | 1.4% of 330,000 active | S. cerevisiae TIM10 strain growth, BacTiter-Glo luminescence, 24 h | inhibition, % at 10 µM;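 active = inhibition of 40% or more at the single tested concentration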;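 note: wild-type TIM10 isogenic control strain grown at permissive 25 °C; 0% = DMSO yeast wells and 100% = minimal medium wells without yeast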
# tim10-1 inh: growth inhibitors of tim10-1 mutant yeast, primary screen, luminescence, uHTS. S. cerevisiae tim10-1 ts strain growth, BacTiter-Glo, 24 h. inhibition, % at 20 µM. 2.2% of 330,000 active;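 active = inhibition of at least 40%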;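 note: mutant grown at 25 °C; 0% = DMSO wells with yeast and 100% = wells holding no yeast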
# A3A deaminase: APOBEC3A ssDNA deaminase inhibitors, primary screen, selectivity assay for APOBEC3G inhibitor project, biochemical, FAM/TAMRA oligo cleavage fluorescence. 0.41% of 330,000 active. recombinant A3A, FAM/TAMRA ssDNA deamination fluorescence. inhibition, % at 20 µM. DNA dC->dU-editing enzyme APOBEC-3A (Homo sapiens), P31941;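 active = at least 40% inhibition at 20 µM here, with at most 30% in a related deaminase screen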;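 note: plate controls were A3A with DMSO for no effect and wells lacking A3A enzyme for full effect; some results filed as inactive read as strong as hits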
# Target sequence (P31941 whole entry, looked up): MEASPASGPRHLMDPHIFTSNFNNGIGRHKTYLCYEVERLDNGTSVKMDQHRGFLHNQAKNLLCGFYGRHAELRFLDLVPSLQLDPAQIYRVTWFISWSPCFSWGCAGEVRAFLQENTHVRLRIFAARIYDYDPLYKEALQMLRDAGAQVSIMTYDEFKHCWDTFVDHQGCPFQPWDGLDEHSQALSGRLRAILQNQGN
# mIAP block: inhibitors of mouse IAP, primary screen, biochemical, luminescence, uHTS | intestinal alkaline phosphatase [Mus musculus] | purified mouse IAP, CDP-Star luminescence, 30 min | inhibition, % at 10 µM | 0.2% of 330,000 active | AID 2806, 2010;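 active = inhibition of at least 40% at 10 µM in the primary screen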;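 note: plate controls were DMSO with enzyme for no effect and no enzyme wells for full effect; values of inactives mirror those of a sister screen read the other way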
# MIN6 prolif: inducers of MIN6 beta-cell proliferation, primary screen, ATP luminescence, uHTS; 0.29% of 330,000 active; proliferation, % at 10 µM; MIN6 cells proliferation, ATPlite luminescence, 48 h; cells starved in 0.2% serum; 100% = growth in 10% serum;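 active = compounds whose signal lies at least 3.5 SD above the mean of all wells on their plate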;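 note: 0% = DMSO-treated cells in low-serum medium and 100% = 10% serum control; some compounds called inactive have numbers as strong as hits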
# APOBEC3G inh: APOBEC3G DNA deaminase inhibitors, primary screen, biochemical, fluorescence, single-stranded DNA substrate, uHTS. recombinant A3G, ssDNA deamination FAM/TAMRA fluorescence. inhibition, % at 20 µM. 0.28% of 330,000 active;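 active = inhibition of at least 40% at 20 µM, with no more than 30% in the related APOBEC3A deaminase screen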;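 note: plate controls were DMSO wells with A3G for no effect and wells lacking A3G enzyme for full effect; some compounds called inactive have numbers as strong as hits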
# Target sequence (Q9HC16 whole entry, looked up): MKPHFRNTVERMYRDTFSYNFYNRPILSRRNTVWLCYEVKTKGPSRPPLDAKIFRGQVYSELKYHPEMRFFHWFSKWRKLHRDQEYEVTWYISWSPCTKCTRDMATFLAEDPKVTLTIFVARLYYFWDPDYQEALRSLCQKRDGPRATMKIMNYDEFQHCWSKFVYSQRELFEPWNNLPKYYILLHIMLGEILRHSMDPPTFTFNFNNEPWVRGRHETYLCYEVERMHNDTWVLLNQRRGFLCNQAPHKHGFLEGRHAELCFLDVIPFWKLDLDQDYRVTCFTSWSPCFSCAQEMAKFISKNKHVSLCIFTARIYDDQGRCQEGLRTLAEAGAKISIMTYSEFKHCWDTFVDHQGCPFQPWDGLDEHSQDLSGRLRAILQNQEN
# mIAP act: activators of mouse IAP, primary screen, biochemical, luminescence, uHTS; intestinal alkaline phosphatase [Mus musculus]; muIAP, CDP-Star luminescence, 30 min; hits give high values; 1 = vehicle-only enzyme signal, 0 = enzyme-free wells; activation factor at 10 µM; 0.24% of 330,000 active; AID 2805, 2010;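 active = activation factor of at least 2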; note: the source names both 10 and 20 µM as test concentration; values of inactives mirror those of a sister screen read the other way
#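 Assay system: mouse IAP enzyme; Reagent: CDP-Star chemiluminescent phosphatase substrate; Compound: DMSO-dissolved test compounds; Incubation: 30 min, room temperature; Technique: luminescence from enzymatic CDP-Star hydrolysis; Controls: DMSO-only wells and no-enzyme negative control.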
# * = called active by the depositor.
SMILES,hIAP inh,NALP3 yeast inh,TIM10 inh,tim10-1 inh,A3A deaminase,mIAP block,MIN6 prolif,APOBEC3G inh,mIAP act
CCOC(=O)CSc1nnc(CSc2nc3ccccc3c(=O)[nH]2)n1-c1ccccc1,-40,14,-2,-4,-4,1,-1,-7,0.99
COc1cccc(CN(C)CC(=O)Nc2cccc(C(F)(F)F)c2)c1OC,-8,0,15,25,0,-11,0,-3,1.1
Cc1ccc(N(CC(=O)Nc2ccc(S(=O)(=O)N3CCOCC3)cc2)S(C)(=O)=O)cc1C,2,-11,-4,11,-3,-7,-1,-5,1.1
CCOC(=O)c1[nH]c(C)c(C(=O)NC2CCCCCC2)c1C,-23,0,-7,4,-1,6,-2,-6,0.94
CCS(=O)(=O)Nc1c(C)n(C)n(-c2ccccc2)c1=O,3,-3,13,4,-3,7,-1,-8,0.93
O=C(NCc1cn2ccsc2n1)c1cccc(C(F)(F)F)c1,-6,22,-7,7,-1,5,0,-5,0.95
C#CCOCCOCCOCCNc1nc(N2CCN(C(=O)Cn3cc(CC(C)O)nn3)CC2)nc(N2CCN(C(=O)[C@H](CCCCN)n3cc(CCC(=O)O)nn3)CC2)n1 (stereo partly drawn),7,4,6,-22,-2,14,-1,-8,0.86
CCc1ccc2nc(-c3cccc(C)c3)nc(SCC(=O)NCC3CCCO3)c2c1 (stereo not drawn),6,-7,16,5,-5,9,3,-8,0.91
Cc1[nH]n(-c2ccc([N+](=O)[O-])cc2)c(=O)c1C=NCCN1CCN(C(=O)c2cccc(F)c2)CC1,3,28,23,42*,-2,-4,-2,-3,1
CCOC(=O)c1ccc(NS(=O)(=O)c2ccc3oc(=O)[nH]c3c2)cc1,-4,21,3,-12,6,2,0,-4,0.98
O=C(NCc1ccccn1)c1ccc(Cl)c(S(=O)(=O)NCc2ccccc2)c1,-2,14,12,12,-3,-2,3,-8,1
CCOc1ccc(CCNC(=O)CSc2cc(=O)n(C)c3ccc(Cl)cc23)cc1OCC,11,9,21,19,-2,0,0,-2,0.99
C=CCOc1ccc(Br)cc1CNCCO,-13,3,-8,3,-5,8,0,-8,0.92
CCS(=O)(=O)Nc1cccc(-c2ccc3nnc(C)n3n2)c1,-2,13,15,20,-6,2,-3,-9,0.97
COc1ccc(Cl)c(Cn2c(NCCCO)nc3c2c(=O)n(C)c(=O)n3C)c1,-4,2,-1,-15,-4,5,-2,-7,0.95
N#Cc1ccsc1NC(=O)COC(=O)c1cc(Br)ccc1O,-2,-15,-4,19,1,22,-6,-3,0.79
CCNc1nc(NCC)nc(N/N=C/c2ccc(N(C)C)cc2)n1,0,11,4,18,-5,10,2,-10,0.9
CCCCC#Cc1ccc(C(=O)NNC(=O)Nc2ccccc2)o1,-61,6,-21,-100,-5,-19,-2,0,1.2
Cc1cc(C)cc(NC(=O)CCc2nc3ccccc3[nH]2)c1,4,-3,3,12,0,-9,-2,-1,1.1
Fc1ccc(-c2cc3nc(-c4ccccc4)cc(N4CCOCC4)n3n2)cc1,-64,28,0,2,-2,-3,-3,-1,1

# 3 compounds out of the list above, arranged by the value under mIAP act, smallest number first.
smiles,mIAP act
CCNc1nc(NCC)nc(N/N=C/c2ccc(N(C)C)cc2)n1,0.9
Cc1ccc(N(CC(=O)Nc2ccc(S(=O)(=O)N3CCOCC3)cc2)S(C)(=O)=O)cc1C,1.1
CCCCC#Cc1ccc(C(=O)NNC(=O)Nc2ccccc2)o1,1.2

# Arranged by molar mass (high to low): some entries from above
SMILES,hIAP inh,NALP3 yeast inh,TIM10 inh,tim10-1 inh,A3A deaminase,mIAP block,MIN6 prolif,APOBEC3G inh,mIAP act
Cc1ccc(N(CC(=O)Nc2ccc(S(=O)(=O)N3CCOCC3)cc2)S(C)(=O)=O)cc1C,2,-11,-4,11,-3,-7,-1,-5,1.1
COc1ccc(Cl)c(Cn2c(NCCCO)nc3c2c(=O)n(C)c(=O)n3C)c1,-4,2,-1,-15,-4,5,-2,-7,0.95
N#Cc1ccsc1NC(=O)COC(=O)c1cc(Br)ccc1O,-2,-15,-4,19,1,22,-6,-3,0.79
C=CCOc1ccc(Br)cc1CNCCO,-13,3,-8,3,-5,8,0,-8,0.92

# Additional compounds follow:
SMILES,hIAP inh,NALP3 yeast inh,TIM10 inh,tim10-1 inh,A3A deaminase,mIAP block,MIN6 prolif,APOBEC3G inh,mIAP act
Cc1ccc(CNC(=O)Cn2nnc(C(=O)Nc3cccc(C)c3C)c2N)cc1,-21,14,-9,3,-4,-2,-3,-4,1
COc1cc(C=O)ccc1OCC(=O)Nc1ccccc1N1CCOCC1,-21,16,20,22,-3,8,1,-8,0.92
CN(Cc1nccn1C)C(=O)CC1C(=O)NCCN1Cc1ccccc1C(F)(F)F (stereo not drawn),6,12,-7,7,0,-10,4,-13,1.1
Cc1noc(C)c1C(=O)NCC1COc2ccccc2O1 (stereo not drawn),6,15,6,-1,1,8,-4,2,0.93
O=C(CCCc1ccccc1)NCCc1ccccc1,4,23,-10,-8,1,-4,1,-7,1
CC(C)NC(=O)N(C)C[C@H]1Oc2c(NC(=O)C3CCCCC3)cccc2C(=O)N([C@H](C)CO)C[C@@H]1C,-4,11,2,11,0,-7,-3,1,1.1
NC(=O)c1ccc(-c2nnn(CC(=O)N(C3CCCC3)C3CCS(=O)(=O)C3)n2)cc1 (stereo not drawn),-3,6,-7,-1,1,14,7,-8,0.86
CCOc1ccc2[nH]c(=O)c(CN(Cc3ccco3)Cc3nnnn3Cc3ccccc3)cc2c1,10,15,5,3,1,15,1,0,0.85
CN1C(=O)NC2(O)C(=O)c3ccccc3C12O (stereo not drawn),-2,-1,11,23,-6,-2,-3,-12,1
CCN1CCN(C(=O)C(C)N(c2ccc(C)cc2)S(C)(=O)=O)CC1 (stereo not drawn),2,17,3,-1,-4,1,-1,-5,0.99
O=c1cc(CSc2nnnn2-c2ccccc2)nc2nc[nH]n12,3,12,-13,9,-1,2,-4,-5,0.98
CCCn1c(SCC(=O)Nc2nc(C)cs2)nnc1-c1cccnc1,-1,13,-11,13,2,-2,1,0,1
O=C(COC(=O)c1ccco1)Nc1cc(S(=O)(=O)N2CCCCC2)ccc1Cl,-10,9,8,10,0,-3,-2,-3,1
COc1ccc(CCN2C(=O)C3C4CC(C5C(C(=O)O)=NOC45)C3C2=O)cc1OC (stereo not drawn),-2,10,-9,8,3,-8,0,2,1.1
CCc1nnc(NC(=O)c2ccc3ccccc3n2)s1,-53,28,29,0,1,25,-3,-9,0.75
CCN(C(=O)c1cccc(NC(=O)c2ccccc2)c1)C1CCCCC1,-8,17,23,34,-6,2,0,-9,0.98
COc1cc(C(=O)NCC(C)(C)CNC(=O)c2cc(OC)c(OC)c(OC)c2)cc(OC)c1OC,-31,12,-5,18,-5,-6,-2,-8,1.1
COC(=O)c1ccc2c(c1)C(C)(C)C(/C=C/c1ccccc1O)=[N+]2C,5,45,56*,65*,24,25,-5,10,0.75
CCN(CC)c1ccc(NC(=O)CNCc2ccccc2Cl)c(C)c1,6,14,2,26,0,1,0,-7,0.99
CC(C)(S)[C@@H](N)C(=O)O,-3,-3,0,10,-2,10,-3,-4,0.9
Cc1ccc(NC(=O)C2CCN(S(=O)(=O)c3ccc4c(c3)OCCO4)CC2)c(O)c1,-12,10,0,-8,1,11,-1,-2,0.89
COc1ccccc1NC(=O)Nc1nnc(C(C)c2ccccc2)s1 (stereo not drawn),-10,3,22,16,-3,5,-4,-2,0.95
COc1ccc(CNC(=O)COC(=O)/C=C/c2ccc(S(=O)(=O)N3CCOCC3)cc2)cc1,4,-5,20,20,-2,3,2,-3,0.97
CC(C)c1ccc(C(N)=S)cc1,-10,20,-15,-12,-6,-5,-2,-9,1.1
Cc1noc(C)c1CSCc1ccc(Cl)cc1,-4,25,2,5,7,-10,-2,-1,1.1
CNC(=O)CSc1nnc(-c2ccccc2F)n1CCc1ccccc1,-1,-5,14,4,-1,-1,1,-5,1
O=C(COC(=O)CNC(=O)c1ccccc1Cl)NC1CCCC1,-8,11,-7,-13,2,8,-4,0,0.92
O=C(c1ccc2c(c1)OCO2)N1CCN(c2ccc(C(F)(F)F)cn2)CC1,-11,6,-9,36,0,2,0,2,0.98
Cc1ccc(N(C)C2=NC(=O)CS2)cc1Cl,10,2,-4,-5,-4,-2,-1,-4,1
COC(=O)c1c(N2C(=O)CC(Sc3ccccc3C(=O)O)C2=O)sc2c1CCCC2 (stereo not drawn),-6,1,46*,46*,1,1,-2,-4,0.99
COc1ccc(OC)c(C(c2nnnn2C2CCCC2)N2CCN(c3ccc(F)cc3)CC2)c1 (stereo not drawn),-7,24,-3,15,8,1,-2,-3,0.99
Cc1ccccc1N1CCN(Cc2nc(Cc3ccccc3)no2)CC1,8,6,-15,27,4,0,1,1,1
Cc1cc(F)ccc1NCc1ccc([N+](=O)[O-])cc1,-2,12,5,-4,-2,10,-3,-9,0.9
COc1ccc(C(=O)Cc2cc3cccc(OC)c3oc2=O)cc1,-4,8,14,-9,1,6,-6,-5,0.94
O=C1Nc2ccc(Br)cc2C1(O)c1ccc(F)cc1 (stereo not drawn),-10,5,3,18,3,-1,0,-5,1
Nn1c(CN2CCCCC2)nc2ccccc2c1=O,12,17,5,1,-4,2,-3,-6,0.98
Cc1ccc(/C(O)=C2/C(=O)C(=O)N(CCN3CCOCC3)C2c2ccccn2)cc1 (stereo not drawn),7,5,4,7,7,0,-4,2,1
COc1ccc(-c2cc3nnc(-c4ccccc4)nc3s2)cc1,7,17,1,3,0,6,-3,-4,0.94
O=C(CN1CCc2[nH]c3ccccc3c2C1)N1CCCCC1,-32,2,-6,-9,-4,-7,0,-6,1.1
COc1ccc(-c2nc3n(c2Br)CCC3)cc1,13,45,7,33,-2,5,-3,3,0.95
CCOC(=O)c1sc(NC(=O)CSc2nncn2C)nc1C,6,-15,12,9,-8,3,-3,-6,0.97
CC(C(=O)Nc1ccccc1F)N1CCN(S(=O)(=O)c2ccc(C(F)(F)F)cc2)CC1 (stereo not drawn),-10,22,15,29,-2,-2,-4,-12,1
Cc1ccc(S(=O)(=O)NCc2ccc(C(=O)NCCCN3CCC(Cc4ccccc4)CC3)cc2)cc1,-14,1,5,-7,-2,-8,-6,-10,1.1
O=c1c2ccccc2nc(/C=C/c2cccc(Br)c2)n1CCCO,8,22,32,36,2,8,-6,-7,0.92
CCOc1cc(-c2nc(-c3ccncc3)no2)cc(OCC)c1OCC,1,-25,5,14,-8,-6,-2,-3,1.1
CCn1ncc(CNC(=O)CCSc2nc(-c3ccco3)cc(C(F)(F)F)n2)c1C,-14,-1,-12,17,-4,4,1,-3,0.96
CC(=O)c1ccc(S(=O)(=O)Nc2ccc(-n3cnnn3)cc2)cc1,3,19,5,-14,7,-1,2,4,1
CC(OC(=O)CNC(=O)c1ccc(Cl)c([N+](=O)[O-])c1)C(=O)NC1CCCCC1C (stereo not drawn),6,21,-4,11,-3,2,-5,-8,0.98
CCOC(=O)c1ccc(-n2cccc2/C=C2\NC(=O)NC2=O)cc1,-1,16,4,4,-3,23,-3,-7,0.77
